RXFP1 antagonist – blocks the human relaxin receptor RXFP1; Q9HBX9; HEK293-RXFP1, relaxin-stimulated cAMP HTRF, 30 min; active compounds read low; activity change, negative = inhibition, % at 57.5 µM; actives 0.59% (n = 350,000); AID 1259400;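 active = activity change of -60% or lower, but not beyond a set lower limit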
Target sequence (Q9HBX9 whole entry, looked up): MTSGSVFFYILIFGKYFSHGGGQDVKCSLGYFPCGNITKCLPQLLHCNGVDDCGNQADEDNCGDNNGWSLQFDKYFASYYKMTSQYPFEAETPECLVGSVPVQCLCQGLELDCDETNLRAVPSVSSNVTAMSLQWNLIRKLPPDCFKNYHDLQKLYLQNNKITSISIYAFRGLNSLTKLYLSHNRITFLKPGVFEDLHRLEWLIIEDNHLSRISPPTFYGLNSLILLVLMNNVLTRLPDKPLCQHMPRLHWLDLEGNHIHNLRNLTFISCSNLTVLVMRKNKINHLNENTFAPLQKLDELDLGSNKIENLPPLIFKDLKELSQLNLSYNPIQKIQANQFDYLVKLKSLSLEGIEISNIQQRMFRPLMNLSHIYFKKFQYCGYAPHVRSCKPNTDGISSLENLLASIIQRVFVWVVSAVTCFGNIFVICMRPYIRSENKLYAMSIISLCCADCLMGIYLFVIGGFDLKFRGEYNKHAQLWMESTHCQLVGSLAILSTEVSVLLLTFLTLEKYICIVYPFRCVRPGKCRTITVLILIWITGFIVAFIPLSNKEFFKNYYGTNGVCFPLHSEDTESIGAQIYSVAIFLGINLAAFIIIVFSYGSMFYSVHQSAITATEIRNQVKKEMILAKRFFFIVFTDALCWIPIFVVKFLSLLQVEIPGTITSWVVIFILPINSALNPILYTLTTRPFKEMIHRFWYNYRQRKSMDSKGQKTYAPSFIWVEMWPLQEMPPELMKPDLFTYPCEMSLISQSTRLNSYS
* hit, by the source's call. % is set by controls: 0 for no effect and ±100 for the full control effect. An excerpt. The share of hits here may be higher or lower than overall.

Compound	RXFP1 antagonist
NC(=O)/C(=C\c1ccco1)NC(=O)c1ccco1	4
Cc1ccc(N2CC(C(=O)NC3CCCCCC3)CC2=O)cc1 (configuration not stated)	-4
CCCCN1CC(COCc2ccccc2)Oc2cccc(OCc3ccc(OC)cc3)c2S1(=O)=O (configuration not stated)	-3
O=C(Nc1ccc(S(=O)(=O)N2CCCCC2)cc1)c1ccc(Cl)nc1	-6
Cc1ccccc1-n1c(SCC(=O)NC2CC2)nc2ccccc2c1=O	0
COc1cc2c(-c3ccccc3)c(C)oc2cc1/C=N/NC(N)=S	-8
COC(=O)c1ccc(C)c(NC(=O)Cn2c(C)csc2=O)c1	1
Cc1ccc(C(=O)NCC(=O)OCc2c(F)cccc2Cl)s1	-8
COc1ccc(CCNC(=O)c2ccc(NC(=O)CC3SC(N4CCCC4)=NC3=O)cc2)cc1OC (configuration not stated)	-2
CN(C(=O)CSCC(=O)Nc1ccc(Cl)cc1)C1CCCCC1	-15
Cc1cc(=O)[nH]c(N2CCCCC2)n1	-3
CC(C)Cn1c(N)c(C(=O)COC(=O)c2cc(S(=O)(=O)N3CCOCC3)ccc2Br)c(=O)n(C)c1=O	1
CC(=O)OCC(=O)C1(O)CCC2C3CCC4C(OC(C)=O)C(=O)CCC4(C)C3C(=O)CC21C (configuration not stated)	7
CSc1ccc(/C=C/C(=O)OCC(=O)NC2CCCC2)cc1	0
COc1ccccc1NC(=O)N(C)C[C@H]1Oc2ncc(C#CCN(C)C)cc2C(=O)N([C@H](C)CO)C[C@H]1C	6
O=C(C1=C(O)C(=O)N(CCN2CCOCC2)C1c1cccc([N+](=O)[O-])c1)c1cc2ccccc2o1 (configuration not stated)	-5
CC(OC(=O)c1nc(Cl)ccc1Cl)C(=O)NCc1ccccc1 (configuration not stated)	-3
CC12CCC(C(=O)N(c3nccs3)C1=O)C2(C)C (configuration not stated)	6
CCCC(=O)OCOC(=O)C1=C(C)NC(C)=C(C(=O)OC)C1c1cccc(Cl)c1Cl (configuration not stated)	4
CCC1(c2ccc(Cl)cc2)NC(=O)N(CC(=O)NC2(C#N)CCCCC2)C1=O (configuration not stated)	-1
CC1CN(S(=O)(=O)c2cccc(C(=O)NCc3ccccn3)c2)CC(C)O1 (configuration not stated)	-3
O=C(NC1CCCCC1)c1cc(S(=O)(=O)N2CCN(c3ccccc3)CC2)ccc1Cl	-8
O=C(NC(=O)c1c(F)cccc1F)Nc1cccc(Oc2ncc(Cl)cn2)c1	-18
COc1ccc(NC(C)=O)cc1S(=O)(=O)N1CC=C(c2ccccc2)CC1	1
CCOc1ccccc1Nc1nnc(SCC(=O)N(C)C2CCS(=O)(=O)C2)s1 (configuration not stated)	-9
CC(C)=CCC[C@@](C)(O)[C@H]1CC=C(C)CC1	-5
Cc1cc(S(=O)(=O)Nc2ccc(C(=O)NCCN3CCOCC3)cc2)ccc1F	8
Cc1ccc(-c2ccc(CN3C(C)C(=O)N(Cc4cn(CCC5OCCCO5)nn4)CCS3(=O)=O)cc2)cc1 (configuration not stated)	-5
Cc1ccc(S(=O)(=O)NCC(=O)OCc2csc(CC(=O)Nc3ccccc3C)n2)cc1C	-7
CC(=O)Nc1cc2c(cc1Br)-c1ccccc1C2	-18

7 compounds out of the list above, ordered by their value in RXFP1 antagonist, falling:
Molecule | RXFP1 antagonist
CC12CCC(C(=O)N(c3nccs3)C1=O)C2(C)C (configuration not stated) | 6
CCCC(=O)OCOC(=O)C1=C(C)NC(C)=C(C(=O)OC)C1c1cccc(Cl)c1Cl (configuration not stated) | 4
CC(C)Cn1c(N)c(C(=O)COC(=O)c2cc(S(=O)(=O)N3CCOCC3)ccc2Br)c(=O)n(C)c1=O | 1
Cc1ccccc1-n1c(SCC(=O)NC2CC2)nc2ccccc2c1=O | 0
CCC1(c2ccc(Cl)cc2)NC(=O)N(CC(=O)NC2(C#N)CCCCC2)C1=O (configuration not stated) | -1
CC(C)=CCC[C@@](C)(O)[C@H]1CC=C(C)CC1 | -5
CCOc1ccccc1Nc1nnc(SCC(=O)N(C)C2CCS(=O)(=O)C2)s1 (configuration not stated) | -9

The results go on:
Compound	RXFP1 antagonist
O=C(O)c1ccc[n+](Cc2ccc([N+](=O)[O-])cc2)c1	2
C[C@H](O)C#Cc1cnc2c(c1)C(=O)N([C@H](C)CO)C[C@@H](C)[C@H](CN(C)C(=O)Nc1ccc(C(F)(F)F)cc1)O2	2
Cc1ccc(CNc2ncnc3c2cnn3C2CCCCO2)cc1 (configuration not stated)	-23
Cc1nc(NC(=O)COC(=O)[C@@H](NC(=O)c2ccco2)C(C)C)c(Cl)cc1Cl	3
COC(=O)c1ccc(CN2CCC(Oc3ccc(C(=O)N4CCCCC4)cc3)CC2)cc1	-6
CCc1ccc(C2C(=O)c3ccccc3C2=O)cc1	-11
COC(=O)[C@H]1C[C@@]2(O)CN(S(=O)(=O)c3ccc(C)cc3)C[C@@]2(OC(=O)NC2CC2)C[C@H]1C(=O)OC	9
O=C(COC(=O)c1cccnc1Cl)NC1CCCCCC1	-12
O=C(Nc1ccc(NC(=S)NC(=O)c2ccccc2Cl)cc1)c1cccc(Cl)c1	-10
COc1ccc(NC(=O)C(C)N2C(=O)c3ccccc3C2=O)c(OC)c1 (configuration not stated)	2
CC1C(c2ccccc2)OCCN1C(=S)NC(=O)c1ccccc1 (configuration not stated)	-4
CCOc1ccccc1C(=O)OCC(=O)Nc1cccc(S(=O)(=O)N2CCCC2)c1	-1
N#CCC(=O)Nc1ccc(C(=O)NNC(=S)NC2CCCCC2)cc1	-9
Nc1ccc(S(=O)(=O)c2ccc(NC(=O)c3cccnc3)cc2)cc1	-35
CCOC(=O)NC1CCc2cc(OC)c(OC)c(OC)c2-c2ccc(SC)c(=O)cc21 (configuration not stated)	0

Exported field by field: entries from further up.
> COc1ccccc1NC(=O)N(C)C[C@H]1Oc2ncc(C#CCN(C)C)cc2C(=O)N([C@H](C)CO)C[C@H]1C
  RXFP1 antagonist: 6
> CC1C(c2ccccc2)OCCN1C(=S)NC(=O)c1ccccc1 (configuration not stated)
  RXFP1 antagonist: -4

Remaining list, next part.
Compound	RXFP1 antagonist
CCC1(C)COC(c2ccc3c(c2)OCO3)OC1 (configuration not stated)	-9
COc1cc(OC)c(N(C)S(=O)(=O)c2cccc(C(=O)OCC(=O)N3CCOCC3)c2)cc1Cl	-3
CN[C@@H](CO)C(=O)NC[C@H]1O[C@@H](n2cc(C)c(=O)[nH]c2=O)C[C@@H]1O	-3
CC1(C)Cc2c(C#N)c(SCC(=O)O)nc(N3CCOCC3)c2CO1	-1
O=[N+]([O-])c1ccc(Cl)cc1P(=O)(O)c1cc(Cl)ccc1[N+](=O)[O-]	-10
O=C(Nc1ccncc1)c1cc(-c2ccccc2)nc2ccccc12	-6
CCOc1ccc(C=NNC(=O)c2cccc3ccccc23)cc1OCC	-18
CCN(CC)C(=O)C1=C(C)N(CCC2=CCCCC2)C(=O)C(CC(=O)NCC2CCCCC2)C1 (configuration not stated)	1
COc1ccccc1OCC(=O)Nc1sc2c(c1C(N)=O)CCC2	6
O=[N+]([O-])c1ccc(N2CCCC2)c([N+](=O)[O-])c1	-6
Cc1cc2[nH]c(=O)c(=O)[nH]c2cc1S(=O)(=O)NCC(C)c1ccccc1 (configuration not stated)	2
CN(Cc1ccccc1)C(CNS(=O)(=O)c1ccccc1)c1ccccc1 (configuration not stated)	0
COc1ccc(CCNc2cc(N3CCN(C(=O)c4ccccc4OC)CC3)ccc2[N+](=O)[O-])cc1OC	-5
Nn1c(SCC(=O)NCc2ccc3c(c2)OCO3)nnc1C(F)(F)F	-6
C[N+](C)(C)CCC(=O)N1C/C(=C/c2ccccc2)C(=O)/C(=C\c2ccccc2)C1	-13
O=C(OCc1ccccc1)N1CCCC2CC1c1ccccc12 (configuration not stated)	-4
COc1ccccc1N1CCN(C(=O)CSc2nnc(C)n2C2CC2)CC1	3
CCc1ccc(N(CC(=O)N2CCCC2)S(C)(=O)=O)cc1	7
CCOc1ccccc1Nc1nnc(SCC(=O)NC2CCS(=O)(=O)C2)s1 (configuration not stated)	1
O=C(COC(=O)/C=C/c1ccc(Cl)cc1)NCc1cccs1	-2
Cc1ccc(NS(=O)(=O)c2ccc(NC(=O)c3ccccc3C(=O)O)cc2)c(C)c1	-25
Cc1cc(C)n(-c2ccc(C(=O)N3CCN(S(=O)(=O)c4ccc(OC(F)(F)F)cc4)CC3)cc2)n1	0
O=C(c1ccc(F)cc1)N1CCN(S(=O)(=O)c2ccc3c(c2)OCCO3)CC1	2
O=Cc1c(-c2ccc(Cl)cc2)oc2ccc(O)cc12	-29
CC(C)CCC1(C)NC(=O)N(CC(=O)Nc2ccc3c(c2)OCCO3)C1=O (configuration not stated)	-6
CC(C)(C)c1nnc2sc(SCC(O)=C(C#N)c3nc4ccccc4[nH]3)nn2c1=O	-19
COc1ccccc1NC(=O)c1cc2c(cc1Cl)N1CCCCCC1=NS2(=O)=O	-2
COc1ccc(/C=C/C(=O)OCC(=O)NC2CCCCCC2)cc1OC	7
Nc1cc(=O)[nH]c(SCC(=O)NC2CCCCCCC2)n1	14
COc1ccccc1NS(=O)(=O)c1ccc(C)c(C(=O)N2CCN(c3ccc(O)cc3)CC2)c1	-3
Cc1cccc(NC(=O)CSc2nccn2C)c1	-10
Cc1cc(NC(=O)Nc2ccc(Cl)c(Cl)c2)no1	-22
Cc1cc(NC(=O)NC(=O)c2ccccc2NC(=O)C(C)N)ccc1Oc1ncc(Br)cn1 (configuration not stated)	-6
NC(=O)C(NN=C(c1ccccc1)c1ccccc1)c1ccccc1 (configuration not stated)	8
CC(=O)c1ccccc1OCCCOc1cccc2cccnc12	8
CCOc1ccc(S(=O)(=O)N(CC(=O)NC2CCCC2)c2ccc(F)cc2)cc1	-2
CCC(C)c1ccccc1N1CC(C(=O)N2CCN(c3ccccc3)CC2)CC1=O (configuration not stated)	-21
CCOC(=O)c1ccc(NC(=O)c2ncn3c2C(=O)N[C@H](C)C3)cc1	4
COc1ccc2c(c1)CCCC(Br)C2=O (configuration not stated)	-9
O=C(Nc1ccc2c(c1)CCC2)c1cccc(OC(F)F)c1	8
CC1(C)COC(=S)N1CCC#N	-10
Cc1ccc(S(=O)(=O)N(CCCc2c(C)nc(N)[nH]c2=O)Cc2ccc([N+](=O)[O-])cc2)cc1	-2
Cc1[nH]c2ccccc2c1C(=O)C(=O)NCc1nnnn1-c1ccc(F)cc1	8
O=P(O)(O)C(O)(Cc1cccnc1)P(=O)(O)O	-20
CCc1c(Nc2ccccc2C)nc(N)[nH]c1=O	-2
Cc1ccc(CNC(=O)c2cccnc2)cc1	2
COc1ccc(S(=O)(=O)N2CCOCC2)cc1NC(=O)COc1ccc2ccc(=O)oc2c1	6
COc1ccc([C@H]2C[C@H](O)[C@@H](n3cc(COC(=O)c4ccccc4)nn3)CN2CC2CCCCC2)cc1	0
COc1ccc(CN2C(=O)C(CC(=O)NC3CC3)CC(C(=O)N(C)C)=C2C)cc1 (configuration not stated)	2
Nc1ccc(S(=O)(=O)c2ccc(N)nc2)cc1	2
CCN1CCCC1CNC(=O)c1ccc2c(c1)NC(=O)/C(=C\c1ccccc1Cl)S2 (configuration not stated)	-8
O=C(c1ccc2c(c1)OCO2)c1ccc[nH]1	-1
O=C(CNC(=O)c1ccccc1Cl)NCCc1cccs1	-7
O=C(NC(Cc1ccc(O)cc1)C(=O)N=Nc1c(O)[nH]c2ccccc12)c1ccccc1 (configuration not stated)	-13
C[C@H]1CNC(=O)c2c(C(=O)N[C@@H](Cc3c[nH]c4ccccc34)C(=O)OC(C)(C)C)ncn21	11
C[C@@H]1CN([C@@H](C)CO)C(=O)CCCn2nncc2CO[C@@H]1CN(C)S(=O)(=O)c1ccccc1C#N	7
COc1cccc(NC(=O)Nc2ccc(F)cc2)c1	1
Cc1ccc(CC(=O)Nc2cccc(C(=O)Nc3c(C)n(C)n(-c4ccccc4)c3=O)c2)cc1C	2
O=C(O)c1cccc(Nc2nc3ccccc3nc2NS(=O)(=O)c2ccc(F)cc2)c1	3
O=C(Nc1ccc(F)cc1F)c1ccc(S(=O)(=O)NCc2ccco2)cc1	-2

Later entries:
Compound	RXFP1 antagonist
Cc1ccccc1-c1nc(S(=O)(=O)c2ccccc2)c(N2CCCC2)o1	7
COc1ccc(-c2ccccc2C2=CC(=O)CC(C)(C)C2=O)cc1	-6
CC(=O)c1ccc(NC(=O)CN2C(=O)NC3(CCc4ccccc43)C2=O)cc1 (configuration not stated)	0
CN(C)N1C(=O)C2C3C=CC(O3)C2C1=O (configuration not stated)	-1
CCN(C(=O)COC(=O)CCNS(=O)(=O)c1ccccc1F)c1c(N)n(Cc2ccccc2)c(=O)[nH]c1=O	-2
CCOC(=O)C(CCc1ccccn1)c1ccccc1 (configuration not stated)	1
CC(C)Cn1c(N)c(C(=O)COC(=O)c2cccn2C)c(=O)n(C)c1=O	-2
COc1ccc(CCC(=O)Nc2ccc(N3CCOCC3)c(S(=O)(=O)Nc3ccc(OC)cc3)c2)cc1	7
O=C(COc1ccccc1)NC(=S)Nc1cccc2c(O)cccc12	4
Cc1ccc(C)c(Nc2nc3ccccc3[nH]2)c1	0
Cc1ccc(S(=O)(=O)N2CCN(c3ccccc3)CC2)s1	-5
O=C1NC(=S)S/C1=C\c1cccc([N+](=O)[O-])c1	-16
Nc1cc(Cc2ccccc2)ccc1O	-5
Cc1cc(C)c(S(=O)(=O)N2CCN(C(=O)c3ccccc3OCc3c(C)noc3C)CC2)c(C)c1	8
Cc1ccc(Nc2cc(=O)n(C)c(=O)[nH]2)cc1C	11
Cn1c(CCN2CCN(c3ccccn3)CC2)nc2cc(NS(=O)(=O)c3ccc(F)cc3)ccc21	-2
O=C(O)c1cc(S(=O)(=O)NCCOc2ccccc2)ccc1Cl	-7
